Screening data as filed in PubChem BioAssay.
MEX-5 binding: C. elegans MEX-5 TCR-2 RNA binding activity. MEX-5/FITC-TCR2 RNA binding, fluorescence polarization; active compounds read low. activity score (negative = inhibition of binding), % at 10 µM. 300,000 tested, 0.38% active;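 active = inhibition past about -25% in most replicates, and total fluorescence under double the plate's negative control median, limit read from the data; inconclusive = replicates evenly split on the limit, or fluorescence at least double controls; inactive = too little inhibition in most replicates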;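 also: 0% = DMSO and -100% = 5 µM competing unlabeled TCR2 RNA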
CIT2-GFP yeast: yeast TOR pathway CIT2-GFP modulation. GFP response vs DMSO, % at 10 µM. S. cerevisiae CIT2-GFP strain, flow cytometry, 3 h; 100 means same as DMSO wells. 320,000 tested, 0.065% active;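 active = GFP response relative to DMSO above a set limit, near the screen mean plus 3 SD, cut at about 150% in these data; inconclusive = Fewer than 70 cells measured for a yeast strain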;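 also: ratio of well median GFP fluorescence to mean of DMSO wells on the plate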
AGP1 TOR yeast: yeast TOR pathway AGP1-GFP modulation. S. cerevisiae AGP1-GFP multiplex flow cytometry, 3 h; GFP as percent of DMSO wells. GFP response vs DMSO, % at 10 µM. 320,000 tested, 0.02% active;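 active = GFP response relative to DMSO above a set limit, near screen average plus 3 SD, cut at about 150% in these data; inconclusive = fewer than 70 cells counted for the yeast strain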;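 also: median GFP channel fluorescence of the gated AGP1 strain per well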
MCL1-BIM inh: MCL1-BIM-BH3 interaction inhibition (human) | Q07820 | GST-MCL1 / FITC-Bim-BH3 fluorescence polarization | inhibition, % at 10.9 µM | 320,000 tested, 0.68% active;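 active = inhibition above the mean inhibition of all tested compounds plus 3 SD, set per campaign, cut at about 40% in these data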;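 also: 0% = DMSO wells and 100% = unlabeled Bim-BH3 peptide control; higher means more loss of mP so more displacement of Bim peptide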
Fam108B inh: Fam108B inhibition, counter-screen for RBBP9 inhibitors; recombinant Fam108B, FP-Rh probe fluorescence polarization; inhibition, % at 9.51 µM; 300,000 tested, 0.33% active; AID 1947;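 active = inhibition above the screen mean inhibition plus 3 SD, computed separately per campaign, cut at about 18% in these data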;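 also: inhibitors lower polarization as less probe binds the enzyme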
BCLXL inh: blocks human Bcl-xL binding to Bim BH3 peptide; Q07817; GST-Bcl-xL / FITC-Bim BH3 peptide fluorescence polarization; inhibition, % at 10.9 µM; 320,000 tested, 0.7% active; AID 2129;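 active = inhibition above the mean of all tested compounds plus 3 SD, cutoff set per campaign, cut at about 30% in these data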;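 also: 0% = DMSO wells and 100% = unlabeled Bim-BH3 peptide competitor; inhibitors lower millipolarization by displacing the labeled peptide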
VLA-4 inh: inhibition in a human VLA-4 binding assay. AID 2557. inhibition, % (about 7 µM as worked out from the volumes in the protocol). VLA-4 expressing cells, ligand binding flow cytometry. 330,000 tested, 0.2% active; in the data active = inhibition above about 50%
Target sequence (P13612 whole entry, looked up): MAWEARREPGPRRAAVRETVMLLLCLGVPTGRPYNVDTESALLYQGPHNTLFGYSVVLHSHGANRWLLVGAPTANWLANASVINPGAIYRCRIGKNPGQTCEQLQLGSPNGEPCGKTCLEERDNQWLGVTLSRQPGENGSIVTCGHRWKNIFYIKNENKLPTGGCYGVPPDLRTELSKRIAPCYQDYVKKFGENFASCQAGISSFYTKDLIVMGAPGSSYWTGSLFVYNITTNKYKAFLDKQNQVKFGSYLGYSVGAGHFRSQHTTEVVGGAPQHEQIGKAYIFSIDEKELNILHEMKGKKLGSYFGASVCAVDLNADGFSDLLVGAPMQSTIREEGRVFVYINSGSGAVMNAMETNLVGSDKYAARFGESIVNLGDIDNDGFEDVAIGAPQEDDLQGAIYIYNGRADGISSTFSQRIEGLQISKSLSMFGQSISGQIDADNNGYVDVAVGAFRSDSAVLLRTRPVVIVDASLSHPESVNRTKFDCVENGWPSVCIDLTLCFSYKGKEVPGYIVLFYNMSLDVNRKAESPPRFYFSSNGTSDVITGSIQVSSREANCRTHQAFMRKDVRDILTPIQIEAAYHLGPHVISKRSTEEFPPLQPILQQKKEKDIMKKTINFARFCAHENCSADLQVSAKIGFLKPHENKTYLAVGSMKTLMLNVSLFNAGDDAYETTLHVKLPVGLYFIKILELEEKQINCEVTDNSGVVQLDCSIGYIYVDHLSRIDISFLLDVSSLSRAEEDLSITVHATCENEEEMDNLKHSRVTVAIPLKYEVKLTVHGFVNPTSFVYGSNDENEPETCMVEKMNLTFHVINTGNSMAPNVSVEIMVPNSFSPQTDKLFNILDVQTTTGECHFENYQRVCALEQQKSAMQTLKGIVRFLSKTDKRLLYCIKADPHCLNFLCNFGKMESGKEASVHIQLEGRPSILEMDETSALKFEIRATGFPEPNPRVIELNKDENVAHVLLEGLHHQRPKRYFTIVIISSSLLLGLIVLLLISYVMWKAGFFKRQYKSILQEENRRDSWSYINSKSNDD
GRK2 aptamer HTS: blocks RNA aptamer binding to human GRK2; bead flow cytometry, FAM-aptamer displacement from GRK2; inhibition of aptamer binding, % at 10 µM; 330,000 tested, 0.59% active; AID 488847; P25098;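 active = inhibition of aptamer binding above 40%, roughly 3 SD of noise, on plates passing a quality check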;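 also: median bead fluorescence of bound FAM aptamer so fluorescent compounds give negative values; no value below 0 was filed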
GLD-1 RNA inh: GLD-1-TGE RNA interaction inhibition (C. elegans); Q17339; purified GLD-1 + fluorescein TGE RNA, fluorescence polarization; inhibition, % at 5.96 µM; 320,000 tested, 0.44% active; AID 2280;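 active = percent inhibition above a per-plate cutoff, the plate mean of test compounds plus 3 SD, cut at about 30% in these data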;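 also: 0% = DMSO wells with GLD-1 and probe and 100% = wells lacking GLD-1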
An asterisk follows results filed as active; u = inconclusive; x = no result given; & = joins results of further samples.

SMILES	MEX-5 binding	CIT2-GFP yeast	AGP1 TOR yeast	MCL1-BIM inh	Fam108B inh	BCLXL inh	VLA-4 inh	GRK2 aptamer HTS	GLD-1 RNA inh
S=c1[nH]nc(Cc2ccccc2)n1-c1ccc(Cl)cc1	1.4	102	96	-9	0	-16	-36	0	0
C1CC(CN2CCOCC2)CN(c2nc3nonc3nc2N2CCSCC2)C1 (stereo unspecified)	2.4	89	96	3	-1	3	2	0	2
COc1ccccc1/C=C/C=N/n1c(-c2ccccn2)n[nH]c1=S	-0.1	102	107	-10	-6	-13	24	0	6
COc1ccccc1-n1cnnc1SCC(=O)Nc1cccnc1Cl	-0.6	101	100	-7	12	-5	-10	0	12
O=C(N/N=C(/CC(=O)c1cccs1)C(F)(F)F)c1ccc(O)cc1	x	102	97	4	4	0	24	2	8
Cc1nn(-c2ccccc2)c(Cl)c1/C=N/N1CCN(c2ccccn2)CC1	1.5	101	91	5	1	4	4	6	4
Cc1cc(=O)[nH]c(SCC(=O)NCC2CCCO2)n1 (stereo unspecified)	-1.2	106	110	-5	-1	0	-5	0	1
O=C(NC(=S)Nc1ccc2oc(-c3ccncc3)nc2c1)c1ccccc1F	-7.4	88	91	2	1	2	4	40	1
N#CC1=C(N)Oc2n[nH]c(-c3ccccc3)c2C12C(=O)Nc1ccccc12 (stereo unspecified)	4.1	92	x	-1	-2	6	-12	0	5
Cc1nn2c3c(cnc2c1-c1ccc(Cl)cc1)C(=O)CC(c1ccco1)C3 (stereo unspecified)	-3.8	97	106	0	0	3	12	0	1
Cc1n[nH]c(C)c1Sc1ccccc1N=Cc1cc([N+](=O)[O-])ccc1O	u	110	87	-9	-4	-6	14	6	-2
Cc1ccc(C(=O)NC(=S)Nc2ccc(N3CCOCC3)cc2)cc1C	2.0	83	89	10	6	-1	19	0	-1
Cc1occc1C(=O)Nc1nnc(-c2ccncc2)s1	-2.0	98	92	3	3	0	1	0	0
CC(C)(C)OC(=O)NCCCCC1=CC2=CC(=O)C(C)(O)C(=O)C2=CO1 (stereo unspecified)	-9.0	x	x	20	-1	10	x	x	13
CCOc1ccc2[nH]cc(C(=O)N3CCN(C4CCCCC4)CC3)c(=O)c2c1	-2.8	65	78	0	-1	2	3	0	-2
Clc1cncc(Cl)c1N/N=C/c1ccccc1	-0.3	83	96	1	0	2	7	1	3
CC(C)(C)OC(=O)C[C@@H]1C/C=C\C[C@H](CC(=O)N(CCO)Cc2ccccc2)C(=O)NCCOC1=O	x	90	101	x	x	x	-2	0	-3
C/C(=N\NC(=O)c1cc(C(C)C)[nH]n1)c1ccncc1	5.3	108	103	1	3	-2	6	2	4
Cc1cc(C)cc(N2C(=O)CSC2c2cccs2)c1 (stereo unspecified)	-1.5	112	104	11	-2	9	-3	1	-2
Cc1ccc(-c2cc(C(=O)Nc3cnn(C45CC6CC(CC(C6)C4)C5)c3)no2)cc1	-0.4	87	96	5	0	1	11	1	-3
O=C(O)CCCNS(=O)(=O)c1ccc2ccccc2c1	-1.1	104	87	2	-1	3	3	1	-4
COCCN(C(=O)CSc1ncc(C(F)(F)F)cc1Cl)c1c(N)n(Cc2ccccc2)c(=O)[nH]c1=O	1.4	89	96	-1	1	3	8	2	-2
O=C(NCC(=O)N1CCN(C(c2ccccc2)c2ccccc2)CC1)c1ccc(Br)o1	0.2	100	103	3	-2	6	12	0	3
CC1(C)NC(=O)N(CC(=O)OCC(=O)Nc2cccc(S(N)(=O)=O)c2)C1=O	-1.4	110	102	-5	-3	2	9	0	2
O=C(COc1ccc(C2SCCS2)cc1)NNC(=O)C(Cl)Cl	1.9	107	109	8	1	7	23	46*	0
CC1CCCC(C)N1C(=O)c1cc(-c2ccc3c(c2)OCO3)on1 (stereo unspecified)	-4.3	90	99	0	2	5	4	1	-3
CCN(CC(=O)NCc1cccs1)C(=O)c1cccc(S(=O)(=O)Nc2ccc(OC)cc2)c1	-0.8	96	88	7	-4	4	6	4	4
CCOc1ccc(CCNC(=O)COC(=O)CCc2cc(OC)c(OC)c(OC)c2)cc1OCC	2.9	95	102	-15	0	-10	-8	0	-5
Cc1cccc(Nc2nc(N)nc(CN3CCN(c4ccc(F)cc4)CC3)n2)c1	-1.1	106	100	1	0	0	-3	3	-1
O=C(NCc1ccccc1)C(=O)Nc1nccs1	x	96	96	8	3	6	-5	2	5
CC(C)N(CCNS(=O)(=O)c1ccc(Cl)cc1)C(C)C	0.6	104	104	5	2	4	6	1	2
O=c1cc(O)nc(SCc2ccccc2)n1-c1ccccc1	-1.6&0.4	107&101	108&100	3&17	1&-5	-3&2	-2&32	0&0	1&5
CN1CCN(c2ccc(NC(=O)CSc3nnnn3-c3ccccc3Cl)cc2)CC1	-2.9	99	96	2	1	7	8	0	-4
CC1(C)C=Cc2c(ccc(-c3coc4cc(O)ccc4c3=O)c2O)O1	1.4	105	105	1	-2	-1	14	0	0
CSCCC(NC(=O)c1cccc(S(=O)(=O)N2CCOCC2)c1)c1nc2ccccc2[nH]1 (stereo unspecified)	x	88	97	-1	x	2	6	0	-2
COc1ccccc1NC(=O)c1ccc2nc(C)sc2c1	-2.8	101	96	11	7	1	2	1	-2
COc1ccc(OCCSc2nnc(C)n2-c2ccccc2)cc1	-1.5	80	98	-5	-4	-2	8	3	1
S=C(Nc1ccccc1Cl)N(CCN1CCCCC1)Cc1ccco1	x	108	104	2	0	4	-10	0	6
O=C(Cn1cnc([N+](=O)[O-])c1)NCc1ccc(F)cc1	-0.7	103	83	1	-2	-1	-1	0	3
Cc1cc(NC(=O)CN2CCc3ccccc3C2)nc2c1c(=O)oc1ccccc12	0.7	96	98	0	-9	5	-13	0	6
N=c1oc2ccc(Br)cc2cc1C(=O)NC1CCCCCC1	1.6	100	102	22	1	17	6	4	11
COCCN(CCOC)C(=O)C1CCN(c2ccc(S(=O)(=O)N3CCOCC3)cc2[N+](=O)[O-])CC1	-0.5	100	100	-3	2	3	-16	0	-2
CCOc1ccc(OCC(=O)Nc2ccccc2N2CCCC2)cc1	-3.7	83	97	-5	1	2	10	1	-3
Cc1cccc(C(C)C)c1NC(=O)c1ccc(COc2ccc3c(C)cc(=O)oc3c2)cc1	-3.8	101	103	-15	-13	1	1	0	-2
Cc1nn(Cc2ccc(Cl)c(Cl)c2)c(C)c1NC(=O)c1noc2c1CCCCC2	-3.3	102	107	2	1	-1	3	1	-3
CC(C)[C@H](NC(=O)c1cccc(CN(Cc2ccccc2)C(=O)/C=C/c2ccccc2)c1)C(=O)O	3.9	109	122	12	0	5	9	2	1
CCOC(=O)Cn1c(=O)c2c(nc(Br)n2Cc2ccc(Cl)cc2)n(C)c1=O	-2.2	107	98	6	1	6	8	0	-2
CCN(CC(=O)NCc1ccco1)S(=O)(=O)c1ccc(F)cc1	-0.3	110	85	2	-2	5	5	2	2
O=C(COC(=O)c1ccccc1OCc1ccccc1Cl)NCC1CCCO1 (stereo unspecified)	x	98	106	x	x	x	4	0	3
CCOc1cc(C(c2c(C)[nH][nH]c2=O)c2c(C)[nH][nH]c2=O)cc([N+](=O)[O-])c1O	-68*	110	94	11	1	5	11	0	0

Next compounds.
SMILES	MEX-5 binding	CIT2-GFP yeast	AGP1 TOR yeast	MCL1-BIM inh	Fam108B inh	BCLXL inh	VLA-4 inh	GRK2 aptamer HTS	GLD-1 RNA inh
CC(C)NC(=O)CC(=O)N/N=C\c1ccccc1C(=O)O	2.3	108	100	2	-5	-1	11	3	4
CCN(CC)S(=O)(=O)c1ccc(N2CCOCC2)c(NC(=O)COc2ccccc2)c1	0.8	79	93	2	-2	7	10	1	5
COC(=O)c1ccc2[nH]c3c(c2c1)CC(C)CC3 (stereo unspecified)	6.1	95	86	-15	-3	-4	5	0	5
Cc1cc(C)n2nc(C(=O)OCC(=O)NNC(=O)c3ccccc3)nc2n1	x	100	101	6	x	1	-10	2	2
Oc1ccc(-c2csc(Nc3cccnc3)n2)cc1	0.9	113	108	0	-2	4	2	0	0
O=C(Cn1cncn1)N/N=C/c1cccc(Cl)c1	1.5	101	97	5	-1	-2	-9	1	2
Cc1cc(OCc2cc(C(=O)N(C)CC3CCOCC3)no2)cc(C)c1Cl	0.2	93	101	-1	-5	-1	10	0	10
CCc1ccc(N2CC(C(=O)NCC(C)(C)N3CCOCC3)CC2=O)cc1 (stereo unspecified)	x	96	104	3	x	7	2	3	5
COC(=O)[C@]1(CC(C)C)N[C@H](c2ccc(-c3ccccc3)cc2)[C@@H]2C(=O)N(C)C(=O)[C@@H]21	x	103	112	x	x	x	11	0	0
CN(Cc1nc2ccccc2c(=O)[nH]1)Cc1nc2ccsc2c(=O)[nH]1	-1.1	98	98	-2	1	-1	-13	2	5
Cn1c(=O)[nH]c(=O)c2c1nc(CN1CCN(c3ccccc3F)CC1)n2CCCc1ccccc1	1.5	67	76	0	8	2	-9	0	1
COc1ccc(NC(=O)C(Cc2ccccc2)n2cccc2)cc1 (stereo unspecified)	-2.4	87	96	3	0	7	-1	2	0
CC(C)(Oc1ccc(F)cc1)C(=O)OCC(=O)c1ccc(S(C)(=O)=O)cc1	x	81	87	x	x	x	-9	0	3
COc1ccc(CNC(=O)Nc2ccc(C)cc2C)cc1	-0.2	103	99	3	1	5	19	0	0
Cc1ccc(S(=O)(=O)Nc2nc(C)c(NC(=O)OCCCl)s2)cc1	0.9	99	107	9	-1	7	2	3	-1
COc1ccc(Cl)cc1NC(=O)CN(C)C(=O)Cc1ccc(-c2ccccc2)cc1	x	99	104	-10	x	-9	-10	0	4
CCOC(=O)c1ccc2c(c1)n(CCCS(=O)(=O)[O-])c(/C=C/c1ccc(Cl)cc1)[n+]2CC	0.1	106	102	-1	4	5	6	0	1
CC(C)CC(=O)N1CCC(O)(CS(=O)(=O)Cc2ccccc2)CC1	3.7	104	107	0	-2	0	0	3	6
Cc1cc(C)cc(OCC(=O)Nc2ccccc2N2CCCCC2)c1	1.3	107	107	-5	0	4	4	0	2
O=C(COC(=O)CNC(=O)C1CCCCC1)Nc1ccc(Br)cc1Br	x	103	97	5	x	1	13	0	1
COC(=O)c1ccc(CN2C(=O)NC(Cc3c[nH]c4ccccc34)C2=O)cc1 (stereo unspecified)	-0.6	111	111	-7	2	-2	-1	0	-2
O=C(COc1ccccc1)NCC(c1ccco1)N1CCCCC1 (stereo unspecified)	-0.9	94	109	-2	-2	-3	5	0	0
Cc1cccc(C)c1NC(=O)CN	5.9	111	106	-19	2	-4	-2	0	3
Cc1ccc(S(=O)(=O)N2CCC(C(=O)Nc3ccccc3N3CCCC3)CC2)cc1	-1.8	93	93	1	-2	1	-5	0	-3
CCN(C(=O)c1cc2c(=O)[nH]c3ccc(C)cc3c2s1)c1ccc(OC)cc1	1.5	101	102	-5	0	1	8	0	-3
CCCCCCCC(=O)N/N=C(\C)c1ccc(N)cc1	0.0	97	99	1	0	4	6	0	7
Cn1c(N)c(-c2nc3cccnc3n2C)sc1=S	-4.5	96	100	8	-1	8	-5	0	0
